MCL1 BIM primary = disrupts human MCL1 binding to BIM-BH3 peptide; AID 2057; inhibition, % at 10.9 µM; hit rate 0.68% among 320,000; GST-MCL1 / FITC-Bim-BH3 fluorescence polarization; Q07820;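 active = inhibition above the mean inhibition of all tested compounds plus 3 SD, set per campaign, cut at about 40% in these data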;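 note: 0% = DMSO wells and 100% = unlabeled Bim-BH3 peptide control; higher means more loss of mP so more displacement of Bim peptide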
Target sequence (Q07820 whole entry, looked up): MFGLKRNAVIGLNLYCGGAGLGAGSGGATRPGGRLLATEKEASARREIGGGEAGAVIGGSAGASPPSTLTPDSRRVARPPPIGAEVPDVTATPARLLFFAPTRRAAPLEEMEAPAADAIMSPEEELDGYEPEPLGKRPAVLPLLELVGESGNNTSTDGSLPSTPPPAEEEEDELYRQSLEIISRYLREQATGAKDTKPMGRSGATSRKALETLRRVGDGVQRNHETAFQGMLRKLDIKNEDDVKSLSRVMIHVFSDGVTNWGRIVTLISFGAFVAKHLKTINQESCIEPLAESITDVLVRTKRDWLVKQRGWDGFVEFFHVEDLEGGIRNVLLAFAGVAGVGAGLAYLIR
GLD-1 TGE inh = GLD-1-TGE RNA interaction inhibition (C. elegans). hit rate 0.44% among 320,000. Q17339. inhibition, % at 5.96 µM. AID 2280. purified GLD-1 + fluorescein TGE RNA, fluorescence polarization;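 active = percent inhibition above a per-plate cutoff, the plate mean of test compounds plus 3 SD, cut at about 30% in these data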;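 note: 0% = DMSO wells with GLD-1 and probe and 100% = wells lacking GLD-1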
Efflux pump mplx = blocks antifungal efflux pumps in multiplex yeast assay; inhibition, % at 10 µM; hit rate 0.44% among 330,000; S. cerevisiae Candida pump triplex, Nile Red efflux;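 active = plate passing quality check with inhibition over a set limit, or well fluorescence over plate mean plus 4 SD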;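 note: Nile Red retained in pooled yeast measured as flow cytometry median fluorescence; 0% = buffer negative control and 100% = Enniatin B positive control; higher means more Nile Red kept so more efflux inhibition; some compounds called inactive have numbers as strong as hits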
PME-1 primary = blocks human protein phosphatase methylesterase 1. Q9Y570. recombinant PME-1, FP-Rh probe fluorescence polarization. inhibition, % at 5.9 µM. hit rate 0.53% among 320,000;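 active = inhibition above the campaign mean of all compounds plus 3 SD, cut at about 26% in these data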;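 note: competitive labeling of PME-1 active site by serine hydrolase directed probe; 0% = PME-1 with DMSO and 100% = wells lacking PME-1 enzyme; inhibitors block probe labeling so polarization falls and inhibition rises; many of its hits are not listed in these tables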
MEX-5 binding = C. elegans MEX-5 TCR-2 RNA binding activity; MEX-5/FITC-TCR2 RNA binding, fluorescence polarization; hits give low values; hit rate 0.38% among 300,000; Q9XUB2; AID 1832; activity score (negative = inhibition of binding), % at 10 µM;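 active = inhibition past about -25% in most replicates, and total fluorescence under double the plate's negative control median, limit read from the data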;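 note: 0% = DMSO and -100% = 5 µM competing unlabeled TCR2 RNA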
Target sequence (Q9XUB2 whole entry, looked up): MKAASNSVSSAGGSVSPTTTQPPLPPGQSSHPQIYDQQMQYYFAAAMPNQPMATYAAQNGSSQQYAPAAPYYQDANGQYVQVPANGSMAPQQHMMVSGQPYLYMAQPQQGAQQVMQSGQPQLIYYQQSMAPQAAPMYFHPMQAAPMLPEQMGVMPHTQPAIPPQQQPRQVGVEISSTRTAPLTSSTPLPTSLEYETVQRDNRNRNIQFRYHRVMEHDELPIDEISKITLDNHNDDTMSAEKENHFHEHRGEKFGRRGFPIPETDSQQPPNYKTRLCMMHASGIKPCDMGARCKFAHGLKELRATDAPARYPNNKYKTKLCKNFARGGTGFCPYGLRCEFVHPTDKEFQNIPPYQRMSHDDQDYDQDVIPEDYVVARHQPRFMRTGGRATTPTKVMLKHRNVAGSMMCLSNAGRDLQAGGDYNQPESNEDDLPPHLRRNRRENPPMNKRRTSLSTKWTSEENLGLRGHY
GRK2 inh = human GRK2 inhibition via aptamer displacement | bead flow cytometry, FAM-aptamer displacement from GRK2 | inhibition of aptamer binding, % at 10 µM | hit rate 0.59% among 330,000;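 active = inhibition of aptamer binding above 40%, roughly 3 SD of noise, on plates passing a quality check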;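 note: median bead fluorescence of bound FAM aptamer so fluorescent compounds give negative values; no value below 0 was filed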
Fam108B inh = blocks mouse Fam108B hydrolase in RBBP9 counter-screen; AID 1947; inhibition, % at 9.51 µM; recombinant Fam108B, FP-Rh probe fluorescence polarization; hit rate 0.33% among 300,000;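 active = inhibition above the screen mean inhibition plus 3 SD, computed separately per campaign, cut at about 18% in these data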;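 note: inhibitors lower polarization as less probe binds the enzyme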
Bcl-xL primary = Bcl-xL (human) inhibition; inhibition, % at 10.9 µM; AID 2129; GST-Bcl-xL / FITC-Bim BH3 peptide fluorescence polarization; Q07817; hit rate 0.7% among 320,000;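 active = inhibition above the mean of all tested compounds plus 3 SD, cutoff set per campaign, cut at about 30% in these data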;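 note: 0% = DMSO wells and 100% = unlabeled Bim-BH3 peptide competitor; inhibitors lower millipolarization by displacing the labeled peptide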
Target sequence (Q07817 whole entry, looked up): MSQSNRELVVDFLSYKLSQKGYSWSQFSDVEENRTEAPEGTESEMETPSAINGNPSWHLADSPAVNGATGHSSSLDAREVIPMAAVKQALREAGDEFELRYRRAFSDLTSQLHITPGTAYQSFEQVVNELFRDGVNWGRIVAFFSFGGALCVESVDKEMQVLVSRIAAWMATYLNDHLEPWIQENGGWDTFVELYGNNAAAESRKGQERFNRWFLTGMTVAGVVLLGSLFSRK
VLA-4 inh = inhibition in a human VLA-4 binding assay; P13612; VLA-4 expressing cells, ligand binding flow cytometry; inhibition, % (about 7 µM as worked out from the volumes in the protocol); hit rate 0.2% among 330,000; in the data active = inhibition above about 50%
* = called active by the depositor; nt = no result given.

SMILES	MCL1 BIM primary	GLD-1 TGE inh	Efflux pump mplx	PME-1 primary	MEX-5 binding	GRK2 inh	Fam108B inh	Bcl-xL primary	VLA-4 inh
Cc1ccc(-n2c(N)cc(=O)nc2SCC(=O)N2CCN(c3ccccc3)CC2)cc1	11	6	2.2	4	1.6	1	4	4	10
CC(Sc1nnc(-c2cccnc2)n1-c1ccccc1)C(=O)NCc1ccc2c(c1)OCO2 (stereo unspecified)	1	2	0.0	-1	0.4	1	-1	-3	42
COc1ccc(C(C)C)cc1S(=O)(=O)N1CCN(C)CC1	7	4	-0.1	-1	-0.7	0	-5	4	-4
O=C(/C=C/c1cccs1)N1CCC2(CC1)Oc1ccc(Cl)cc1C(=O)C21CC(c2cccnc2)=NO1 (stereo unspecified)	-2	-8	-0.3	3	2.6	1	2	1	5
CCOc1cccc(C(=O)N2CCCCC2c2cccnc2)c1 (stereo unspecified)	1	5	0.1	6	1.5	3	-4	5	17
COc1ccc(NC(=O)CSc2nc(N)c3cc4c(nc3n2)CC(C)(C)OC4)cc1	10	-3	-0.1	11	-10	1	2	6	20
COc1ccc(S(=O)(=O)Nc2cccc3c2O[C@H](CN(C)CC2CCCCC2)[C@@H](C)CN([C@H](C)CO)C3=O)cc1	nt	6	0.0	nt	nt	2	nt	nt	11
CCOC(OCC)c1cn(Cc2ccc3c(c2)C(=O)c2ccccc2C3=O)nn1	-8	0	0.0	3	4.3	0	4	4	-12
CC(=O)Nc1ccccc1NC(=O)c1cc(C)cc(C)c1	-5	-4	0.0	2	-0.3	0	1	0	2
COc1ccccc1-c1nnc(SCC(=O)NC2CCCCC2)n1N	nt	5	-0.1	nt	nt	0	nt	nt	8
CN(C)CCC(=O)NCC1OCCc2ccccc21 (stereo unspecified)	0	-6	-0.1	4	-5.0	0	3	1	2
Cc1cc(C)c(NC(=O)c2ccoc2C)c(C)c1	-2	-8	-0.1	-1	1.7	1	-1	4	8
COc1ccccc1CNC(=O)C(C)NS(=O)(=O)c1ccc(Br)cc1 (stereo unspecified)	-3	1	0.0	7	1.8	1	6	1	22
CCC(C)(C(=O)NC1CCCC1)N(Cc1ccco1)C(=O)c1ccc2c(c1)OCO2 (stereo unspecified)	1	6	0.0	-1	-3.4	0	0	1	43
O=C(Cn1cc2c(n1)CCCC2)N1CCCc2ccccc21	0	-1	-0.1	11	0.2	1	2	4	-17
N#Cc1c(NC(=O)CN2CCOCC2)oc(-c2ccccc2)c1-c1ccccc1	20	-3	0.2	2	0.1	0	1	8	-5
O=C(CCCSc1nc2ccccc2[nH]1)Nc1nnc(-c2ccccc2)o1	-6	-4	-0.1	-7	-5.7	0	-1	-2	1
CCOc1ccc(NC(=O)COc2ccc(OC)cc2)cc1	12	3	-0.1	-14	0.6	1	5	2	1
CCc1ccc(C2N(c3ccc(OC)cc3)C(=O)C3CCCN32)cc1 (stereo unspecified)	-2	6	0.1	-4	2.5	1	-1	-4	37
COC(=O)c1cc(NC(=O)c2cccc([N+](=O)[O-])c2C)ccc1Cl	-1	5	-0.1	-6	-1.1	0	-5	3	5
COc1ccc(-c2cc(C(=O)N3CCc4ccccc4C3)no2)cc1OC	-6	6	0.3	-5	3.1	0	-5	-1	-6
Cc1ccc(S(=O)(=O)NCCNC(=O)c2ccccc2)cc1	7	-6	0.0	-2	0.1	0	5	6	-4
CCOc1ccc(S(=O)(=O)Nc2ccc(C(=O)NCc3ccncc3)cc2)cc1	12	-4	0.0	0	nt	2	nt	6	7
CCOc1ccccc1OCCCCOc1ccccc1F	13	4	0.0	-1	1.7	3	-3	4	7
CC(=O)Nc1ccc(NC(=O)c2ccc(COc3ccc(C)cc3)o2)cc1	-5	1	-0.1	-10	3.1	nt	-2	0	2
O=C(NCC(=O)N1CCCC(C(F)(F)F)C1)c1ccccc1F (stereo unspecified)	-6	3	0.1	0	0.3	1	2	-3	12
COc1ccc(Nc2nc(NN)nc(Nc3ccc(OC)cc3)n2)cc1	-1	6	0.0	9	1.3	2	7	-1	0
CCN(CC)CCNC(=O)c1ccc(NC(=O)/C=C/c2cc(OC)c(OC)c(OC)c2)cc1	-2	2	0.1	-7	2.9	0	1	3	10
O=C1c2ccccc2C(=O)N1CCn1c(=O)oc2ccccc21	0	7	0.0	-2	1.1	3	-1	7	9
CCOC(=O)C1=Nc2ccccc2C1=[N+]=[N-]	-2	-6	0.0	1	-0.5	4	-1	3	16
O=C(Nc1ccnn1C1CCN(C/C=C/c2ccccc2)CC1)c1ccccc1	-6	-2	0.1	2	0.4	0	1	0	-1
CCOC(=O)N1CCC(N2Cc3cccc(C(=O)Nc4ccc(S(=O)(=O)N(CC)CC)cc4)c3C2=O)CC1	4	4	-0.1	-3	2.2	0	-7	3	-3
CCOc1ccc(S(=O)(=O)NCCC(=O)Nc2ncccc2C)cc1	-2	2	-0.1	0	2.6	0	7	-3	6
CCOC(=O)C1CCCN(C(=O)Nc2cccc(Cl)c2)C1 (stereo unspecified)	6	-6	-0.1	-6	-2.5	2	-2	8	2
CCC(C)C(NC(=O)CCC(=O)OCC(=O)[C@@]1(O)CCC2[C@@H]3CCC4=CC(=O)C=C[C@]4(C)C3[C@@H](O)C[C@@]21C)C(=O)O (stereo partly specified)	-5	0	0.0	-1	-1.1	2	0	-3	5
Cc1ccc(Nc2nc(-c3sc(C)nc3C)cs2)cc1	-6	-5	0.1	3	1.5	0	7	4	6
C[C@H](NC(=O)c1nc[nH]c1C(=O)N[C@@H](Cc1ccccc1)C(=O)OCc1ccccc1)C(=O)OC(C)(C)C	3	6	0.1	-5	0.9	0	-15	-1	6
CCCn1nc(C(=O)Oc2ccc3c(C)cc(=O)oc3c2)c2ccccc2c1=O	-10	6	-0.2	-1	0.7	0	5	1	-12
Cc1cc(C)nc(N(C#N)CCOc2ccccc2)n1	-8	2	0.0	4	-0.3	0	4	0	-7
COc1ccc(/C=C2\SC(=S)N(CCC(=O)Nc3cccc(C(=O)O)c3)C2=O)cc1	0	1	0.0	-2	0.1	9	-2	4	3
Cc1c(Cc2c(C)n(C)n(-c3ccccc3)c2=O)c(=O)n(-c2ccccc2)n1C	3	-2	-0.4	-1	0.2	0	1	4	8
CCOC(=O)CNC(=O)c1ccc2[nH]c3c(c2c1)CCCC3	3	2	0.1	-3	1.3	0	0	7	24
O=C(CSc1nnc(C2CC2)n1-c1ccccc1)NCCc1ccc(F)cc1	-8	0	0.2	1	-2.4	2	-7	1	4
Cn1cc(CCNC(=O)CCc2nnc(CCCCc3ccccc3)o2)cn1	-4	-2	-0.2	-4	0.4	0	3	5	6
COc1cc(CN2CCc3ccccc3C2)cc([N+](=O)[O-])c1O	10	4	-0.1	-4	-2.0	0	-4	4	-4
COc1ccc(C(=O)Nc2ccc(S(=O)(=O)NC(C)C)cc2)cc1	2	-2	0.8	-1	-1.3	3	-2	0	9
O=C(Cn1nnc(-c2ccc(CN3CCOCC3)cc2)n1)N1CCCc2ccccc21	5	-2	0.0	-2	2.1	0	-1	5	4
O=C(C1CCCN(S(=O)(=O)c2cccc3nsnc23)C1)N1CCc2ccccc21 (stereo unspecified)	4	-11	0.0	-3	-1.4	0	2	4	-16
CCOC(=O)C1(CCc2ccccc2)CCN(C(=O)c2occc2C)CC1	-2	-3	-0.1	3	-2.1	3	1	0	3
Cc1ccc(S(=O)(=O)N2[C@@H](c3ccc(Cl)cc3)C(C(=O)O)=CC[C@H]2c2cccs2)cc1	9	-2	-0.1	1	nt	5	-1	6	8

Continued.
SMILES	MCL1 BIM primary	GLD-1 TGE inh	Efflux pump mplx	PME-1 primary	MEX-5 binding	GRK2 inh	Fam108B inh	Bcl-xL primary	VLA-4 inh
CCCC(=O)Nc1ccc(S(=O)(=O)Nc2cc(OC)nc(OC)n2)cc1	nt	nt	0.2	nt	-2.4	0	nt	nt	0
CCCCN(CC)C(=O)c1cc2cc3ccc(OC)cc3nc2o1	4	-6	-0.1	-6	-3.5	2	0	1	-1
N#Cc1c(SCC(=O)Nc2ccccc2C(F)(F)F)sc2c(O)cc(=O)[nH]c12	22	0	-0.5	-6	-1.5	0	6	16	-1
Cc1c(C(c2cccc(O)c2)c2c(C)n(C)n(-c3ccccc3)c2=O)c(=O)n(-c2ccccc2)n1C	-1	-5	-0.2	-6	1.2	1	0	3	11
S=c1[nH]nc(Cc2noc3ccccc23)n1-c1ccc(Cl)cc1	-12	2	0.4	-1	2.9	3	-3	-15	10
Cc1cc(C)nc(NS(=O)(=O)c2ccc(NC(=O)CSc3nc(-c4ccccc4)c(C#N)c(=O)[nH]3)cc2)n1	7	0	0.0	-7	-0.1	2	2	12	9
Cc1ccc(C(=O)NCCc2csc(-c3cccnc3)n2)cc1	7	-2	0.1	0	-3.4	0	2	6	9
O=C(NCC(=O)N(c1cccnc1)C(C(=O)NC1CCCC1)c1ccc(F)cc1)c1ccco1 (stereo unspecified)	-1	0	-0.1	-3	-2.9	4	0	4	11
O=C(O)C1CCN(c2ccc(S(=O)(=O)N3CCC(C(=O)O)CC3)cc2[N+](=O)[O-])CC1	-11	1	0.7	-4	0.0	2	0	-4	-16
COC(=O)[C@H](CCSC)NC(=O)c1cccnc1SC	9	-4	-0.1	6	2.0	1	0	10	-1
COC(=O)c1c(NC(=O)c2ccccc2)sc2c1CC(C)(C)OC2	2	2	0.2	2	-4.2	0	-1	1	-4
O=C(Nc1nnc(-c2ccc(Cl)cc2)o1)C1CCCCC1	3	-2	-0.1	0	3.2	4	-1	-1	9
Cc1ccc(Nc2c3c(nc4ccccc24)CCC3)cc1	3	6	-0.1	0	-1.0	0	2	2	-2
Cn1c2c(c(=O)n(C)c1=O)C(C(F)(F)F)(C(F)(F)F)N=C(c1ccccc1Cl)N2	8	7	0.1	-1	nt	0	-1	6	-9
CCCSc1nn2c(=O)c3ccccc3nc2s1	-5	-4	0.1	-10	-3.5	0	-4	0	-6
Cn1ccsc1=NC(=O)c1cc(S(=O)(=O)N2CCOCC2)ccc1Cl	-8	-4	0.0	4	-2.0	3	-3	-2	7
COc1ccc(C(=O)Nc2c(Cl)cc(Cl)cc2C(=O)NCCN2CCOCC2)cc1	-1	3	0.0	-5	-0.7	0	-5	0	9
Cc1c(N2C(=O)c3ccc(F)cc3C2=O)c(=O)n(-c2ccccc2)n1C	2	3	-0.2	-2	-1.4	0	0	1	20
CCOCC(=O)N1CCN(c2cccc(Cl)c2)CC1	-5	-9	-0.1	-2	0.9	2	1	2	9
Cc1cc(NC(=O)C2CC(=O)N(c3ccccc3Cl)C2)no1 (stereo unspecified)	-4	-7	0.1	1	-0.6	2	-1	2	0
O=C(N/N=C/c1ccc(C(F)(F)F)cc1)c1ccncc1	0	-6	-0.1	0	0.5	0	-4	-1	7
O=C(CSc1nc(-c2ccccc2)cs1)NCCCN1CCCC1=O	nt	3	-0.1	nt	nt	2	nt	nt	-4
C[C@H]1CN(S(=O)(=O)c2c(F)cccc2F)CCN1S(=O)(=O)c1ccc2c(c1)OCCO2	nt	0	-0.2	nt	nt	0	nt	nt	6
Cc1ccc(S(=O)(=O)NCCC(=O)Nc2ccc(S(=O)(=O)NC(C)C)cc2)cc1	2	-1	0.1	1	-1.5	1	-1	-2	0
CCOc1ccc(NC(=O)C2CCCN(S(=O)(=O)c3ccc4c(c3)CC(C)N4C(C)=O)C2)cc1 (stereo unspecified)	4	-2	0.4	5	-1.0	0	-4	3	0
Cc1ccc2[nH]c3c(c2c1)CN(C(=O)CN1CCN(c2ccccn2)CC1)CC3	58*	38*	0.1	8	-9.9	0	3	66*	-8

This is a subset; the hit share may differ from the screen's.
